MITF TRPM1 inh = reduces MITF-dependent TRPM1 promoter luciferase signal; inhibition, % at 12.5 µM; 330,000 compounds, 0.83% hits; SK-MEL-5 TRPM1 promoter luciferase, 24 h; AID 488899;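 active = mean inhibition across replicates of 60% or more, whatever share of single replicates reaches that level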; note: values of inactives mirror those of a sister screen read the other way
NR2E3 ag-1 = agonists of human NR2E3 nuclear receptor | Q9Y5X4 | CHO-S Gal4-NCOR/VP16-NR2E3 two-hybrid, luciferase | inhibition of corepressor binding, % at 3.98 µM | 360,000 compounds, 0.35% hits | AID 602229;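 active = inhibition above the mean of all tested compounds plus 3 SD, cut at about 70% in these data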;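 note: 0% = DMSO with NR2E3 transfected cells and 100% = cells lacking NR2E3 construct; higher means lower luciferase signal from less NR2E3 corepressor binding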
Target sequence (Q9Y5X4 whole entry, looked up, the tested form may be a part): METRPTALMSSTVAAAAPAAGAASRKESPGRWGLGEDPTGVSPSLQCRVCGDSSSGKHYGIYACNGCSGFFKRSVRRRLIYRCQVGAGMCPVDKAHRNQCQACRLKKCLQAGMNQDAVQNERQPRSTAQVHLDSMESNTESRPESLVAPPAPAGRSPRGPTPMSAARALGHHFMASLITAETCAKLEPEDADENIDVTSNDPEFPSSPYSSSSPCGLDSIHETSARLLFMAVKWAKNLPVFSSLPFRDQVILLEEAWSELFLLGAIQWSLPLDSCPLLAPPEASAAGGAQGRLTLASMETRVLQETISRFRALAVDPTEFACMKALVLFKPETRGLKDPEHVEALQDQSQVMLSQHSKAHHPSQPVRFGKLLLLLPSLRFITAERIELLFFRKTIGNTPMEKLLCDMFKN
KKLEB tox = CF airway cell cytotoxicity counter-screen; KKLEB CF airway cells viability, ATPlite luminescence, overnight; active compounds read low; cells stimulated with P. aeruginosa culture filtrate; 360,000 compounds, 0.36% hits; activity change (cytotoxicity), % at 5 µM;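 active = corrected activity change at or below -50% at 5 µM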
HIF-2a block = inhibitors of HIF-2a. 786-0 RCC cells HIF-2a reporter, luciferase luminescence, overnight. inhibition, % at 18.8 µM. 360,000 compounds, 0.72% hits. AID 624352;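 active = inhibition of the luminescence signal of 40% or more relative to plate controls, in a single-dose primary screen at 18.75 µM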
Shn3 inh set2 = reduces Shn3 3'UTR luciferase signal in osteoblasts; inhibition, % at 12.5 µM; Clone20 osteoblast Shn3 3'UTR firefly luciferase, 24 h; AID 588674; 360,000 compounds, 0.52% hits;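 active = mean inhibition of at least 75% with every replicate also reaching 75%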;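 note: 0% = median of neutral control wells and 100% = pilot-screen positive control compound; some compounds past the cut are filed as inactive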
Peg3 promoter = reduces Peg3 promoter-driven luciferase expression in HeLa. inhibition, % at 20 µM. 360,000 compounds, 1.7% hits. AID 588405. HeLa PEG-Prom luciferase reporter, luminescence, overnight;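 active = inhibition of at least 50% at 20 µM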
NR2E3 ag-2 = agonists of human nuclear receptor NR2E3; Q9Y5X4; GST-NR2E3/biotin-RetCOR TR-FRET, 1536-well; inhibition of corepressor binding, % at 4.78 µM; 320,000 compounds, 0.12% hits; AID 2300;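 active = percent inhibition above the cutoff of mean plus 3 SD of all tested compounds, set per screening campaign, cut at about 20% in these data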;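 note: 0% = DMSO wells and 100% = biotin wells as full block of FRET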
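system = GST-tagged NR2E3 plus biotinylated RetCOR corepressor | input = 1.35 nM GST-NR2E3 | also added = 7 nM biotin-RetCOR | schedule = 5 h incubation at 4 °C | measured by = TR-FRET with europium anti-GST and streptavidin-D2, 340 nm excitation | read-out = percent loss of FRET ratio relative to control wells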
CF NFkB inh = blocks PAF-induced NF-kB reporter in cystic fibrosis cells; KKLEB NF-kB-GFP reporter, GFP fluorescence overnight; inhibition, % at 5 µM; 360,000 compounds, 0.86% hits;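 active = at least 50% inhibition at 5 µM, scaled per plate between neutral and stimulator controls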;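 note: PAF is a Pseudomonas aeruginosa culture filtrate used as stimulus; plate controls were PAF-stimulated DMSO wells for no effect and unstimulated DMSO wells for full effect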
TWEAK-Fn14 inh = blocks TWEAK-Fn14 interaction in a reporter cell assay; TWEAK-stimulated Fn14 reporter cells, luciferase luminescence, 8 h; inhibition, % at 10 µM; 360,000 compounds, 2% hits; AID 1159606; in the data active = inhibition above about 50%
hiPSC survival = increases survival of single human iPS cells | hiPSC single-cell survival, ATPlite luminescence; 100% = ROCK inhibitor wells, 0% = DMSO | survival enhancement, % at 20 µM | 360,000 compounds, 0.044% hits | AID 602274; in the data active = survival enhancement above about 18%;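 note: cells exposed to compounds for 16 hours before the ATP read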
aDG glyco act = increases alpha dystroglycan glycosylation; Pro5-aDG cells, alpha-DG glycosylation AlphaScreen (IIH6); 0% Pro5, 100% B10-LARGE cell signal; activation, % at 10 µM; 360,000 compounds, 0.22% hits; AID 624168;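 active = activation of at least 8% versus controls, or a plate z-score of at least 8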;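 note: Pro5 are CHO cells carrying HIG-tagged alpha-DG that lacks glycosylation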
* = called active by the depositor; · = no result given. Compounds as they come; any-hit rate near 4.4%.

SMILES	MITF TRPM1 inh	NR2E3 ag-1	KKLEB tox	HIF-2a block	Shn3 inh set2	Peg3 promoter	NR2E3 ag-2	CF NFkB inh	TWEAK-Fn14 inh	hiPSC survival	aDG glyco act
CC1CCC/C(=N\NC(=O)Nc2ccccc2)C1 (centres undefined)	-3	-86	8	-32	-17	-13	1	8	-1	-1.0	-0.2
COc1ccc(NC(=O)C(NC(=O)Cc2cccs2)c2ccccc2)cc1 (centres undefined)	6	-15	6	16	7	10	-1	-14	-9	5.5	-0.2
CC(=O)Nc1ccc(OC(=O)c2cc3cc(Br)ccc3oc2=O)cc1	-4	0	-6	10	-5	3	-1	1	9	0.1	-0.1
COc1ccc(C)cc1S(=O)(=O)Nc1cccc(-c2ccc(N3CCCCCC3)nn2)c1	-12	-9	0	-68	-14	-77	-1	6	25	-0.2	-0.2
CC1Cc2ccccc2N1C(=O)CSc1nnc2sc3ccccc3n12 (centres undefined)	-4	-19	-28	-63	6	-32	1	-14	-26	-1.2	0.1
CSCCC1NC(=O)C(C(C)=NNC(N)=O)=C1O (centres undefined)	2	-15	3	10	-5	6	·	7	4	-0.8	0.3
COCCNC(=O)c1ccc(NC(=O)C2(c3ccccc3)CCCC2)cc1	5	-3	-2	14	3	4	-1	-10	27	-0.7	0.0
CC1=CC(c2ccccc2)NC(=S)N1 (centres undefined)	2	4	19	8	-5	-7	1	-12	-17	-1.1	-0.1
CC(=O)Nc1nnc(C)s1	·	-8	-1	4	-22	4	0	-3	0	0.5	-0.1
CC1CCN(c2c(NCc3ccc(C(=O)NCCc4ccc(Cl)cc4)cc3)c(=O)c2=O)CC1	12	6	-8	10	4	3	0	4	-11	0.5	-0.1
Cc1nnc(SCC(=O)N(C2CCCCC2)C2CCS(=O)(=O)C2)n1C (centres undefined)	4	-21	2	6	-17	-18	-1	13	5	-0.2	-0.2
CC(C)(C)c1cc(NC(=O)C2(C)CCN2C(=O)c2ccccc2CCc2ccccc2)no1 (centres undefined)	·	-6	8	15	17	8	·	12	24	0.7	0.6
CSCCC(NC(=O)c1ccco1)C(=O)NCCc1ccc(Cl)cc1 (centres undefined)	1	5	-8	21	3	21	·	-10	5	-1.3	-0.1
Cn1cc(CN2CCN(c3ccc(Cl)cn3)CC2)c(-c2ccccc2F)n1	19	-2	-1	11	8	7	3	4	-5	0.4	-0.3
Cc1ccccc1OCC(=O)Nc1nc2ccccc2[nH]1	-30	-15	4	-112	-7	-70	0	0	-8	-0.2	-0.4
COC(=O)c1ccccc1NC(=O)CNC(=O)c1ccc(OC)cc1	1	-32	1	-25	-6	-5	0	0	2	0.2	-0.1
Cc1ccc(S(=O)(=O)CCC(=O)OCC(=O)NC(=O)c2ccccc2)cc1	-2	-5	-4	4	3	-17	-1	16	9	1.0	-0.1
CCOC(=O)CNC(=O)CSc1nnc(NC(=O)c2ccc3c(c2)OCO3)s1	0	-18	-7	-53	-20	-40	2	-6	12	-0.4	-0.1
N#C/C(=C/c1cn(-c2ccccc2)nc1-c1cccc(S(=O)(=O)N2CCCC2)c1)C(=O)NCc1ccco1	13	-18	3	20	15	21	3	-19	-3	-0.9	-0.2
Cc1nn(C)c(Oc2ccccc2)c1CCNS(=O)(=O)c1ccc(F)cc1	-9	18	-12	17	13	27	3	19	-16	-3.5	0.4
CCOc1ccc(S(=O)(=O)N2CCN(CC)CC2)cc1NC(=O)c1ccccc1F	11	-10	5	-4	0	15	4	-1	4	-0.5	-0.1
CC(C)C[C@H]1CN(CCCC[C@@H]2CNC(=O)C(=O)N2CC2CCCCC2)C(=O)C(=O)N1CCC1CCCCC1	·	1	·	-10	·	·	·	·	11	1.6	0.4
CC(=O)N1CCCN(Cc2nc(C3(c4ccc(C)cc4)CCCC3)no2)CC1	5	11	-8	15	-11	-4	-2	-20	6	0.1	-0.1
COc1ccccc1NC(=O)C1=C(C)Nc2nc(CCCO)nn2C1c1ccc2c(c1)OCO2 (centres undefined)	1	-38	9	16	-10	12	-2	0	-7	0.7	0.2
COC(=O)NC1CCS(=O)(=O)C1 (centres undefined)	-4	-1	5	11	4	15	-1	2	14	-0.1	-0.1
COc1ccc(CSc2nnnn2-c2ccc(C(=O)O)cc2)cc1	-3	-3	-3	1	12	12	0	12	7	-0.5	0.0
Cc1ccc(C(=O)NCC(=O)N(C)Cc2ccccc2C)s1	·	-27	2	-104	-7	-48	·	10	-7	-1.0	-0.1
Brc1ccc2[nH]c3c(NCc4ccccn4)ncnc3c2c1	·	1	0	-21	2	-10	0	6	16	-0.5	0.1
Cc1cccc(-c2nnn(Cc3nnc(NC(=O)c4ccccc4)s3)n2)c1	1	-18	-3	9	-18	7	4	8	7	1.9	0.4
COc1ccc(-c2[nH]ncc2CN(C)C(C)c2ccon2)cc1F (centres undefined)	6	-6	8	12	-13	4	4	-9	4	-0.2	0.5
CCOc1ccccc1C1C(C#N)=C(SCC(=O)OC)NC(=O)C1C(=O)OC (centres undefined)	3	-15	11	24	4	9	-1	-6	-1	-0.1	0.0
CC(=O)[C@H]1CC[C@H]2[C@@H]3CC=C4C[C@@H](OS(=O)(=O)O)CC[C@]4(C)[C@H]3CC[C@]12C	-12	-4	10	8	-13	-5	·	-9	-7	2.6	-0.2
O=C(O)c1cc(S(=O)(=O)N2CCCCC2)ccc1N1CCCC1	3	-31	12	5	12	2	·	5	-8	-0.4	-0.2
O=C(CN1CCN(S(=O)(=O)c2ccccc2[N+](=O)[O-])CC1)NC(=O)NCc1ccco1	2	-6	8	15	10	9	0	6	7	-0.6	0.1
Nc1cc(-c2ccccc2)n2c(n1)nc1ccccc12	3	-3	5	2	15	-7	-2	-39	16	-0.4	-0.1
N#C/C(=C\N1CCOCC1)C(N)=O	7	-18	-4	18	7	8	0	8	6	0.2	0.0
FC(F)(F)c1cccc(N2CCN(Cc3cccnc3)CC2)c1	1	12	-1	10	1	10	0	-4	-9	1.2	0.4
COc1ccc(C(CC(=O)O)NC(=O)C2CCCCC2)cc1 (centres undefined)	-7	6	-2	18	17	2	3	12	8	1.2	0.0
CCOC(=O)C1CN(S(=O)(=O)c2ccccc2)C1	-1	-5	-7	14	-24	5	0	-4	7	-0.4	-0.1
N#Cc1nc(COc2ccccc2)oc1N1CCCCCC1	-17	-14	5	-56	3	-18	8	-2	-38	0.6	-0.2

Arranged by the number under HIF-2a block (largest number first): some entries from above.
compound	HIF-2a block
CCOc1ccccc1C1C(C#N)=C(SCC(=O)OC)NC(=O)C1C(=O)OC (centres undefined)	24
O=C(CN1CCN(S(=O)(=O)c2ccccc2[N+](=O)[O-])CC1)NC(=O)NCc1ccco1	15
CCOC(=O)C1CN(S(=O)(=O)c2ccccc2)C1	14
COC(=O)NC1CCS(=O)(=O)C1 (centres undefined)	11
CC(C)C[C@H]1CN(CCCC[C@@H]2CNC(=O)C(=O)N2CC2CCCCC2)C(=O)C(=O)N1CCC1CCCCC1	-10

Two entries from above, with two lines to a compound:
Results follow in this order: MITF TRPM1 inh, NR2E3 ag-1, KKLEB tox, HIF-2a block, Shn3 inh set2, Peg3 promoter, NR2E3 ag-2, CF NFkB inh, TWEAK-Fn14 inh, hiPSC survival, aDG glyco act
- Cc1cccc(-c2nnn(Cc3nnc(NC(=O)c4ccccc4)s3)n2)c1
    1, -18, -3, 9, -18, 7, 4, 8, 7, 1.9, 0.4
- COc1ccc(-c2[nH]ncc2CN(C)C(C)c2ccon2)cc1F (centres undefined)
    6, -6, 8, 12, -13, 4, 4, -9, 4, -0.2, 0.5

Part of the list above, as labelled records:
> COC(=O)NC1CCS(=O)(=O)C1 (centres undefined)
  MITF TRPM1 inh: -4 | NR2E3 ag-1: -1 | KKLEB tox: 5 | HIF-2a block: 11 | Shn3 inh set2: 4 | Peg3 promoter: 15 | NR2E3 ag-2: -1 | CF NFkB inh: 2 | TWEAK-Fn14 inh: 14 | hiPSC survival: -0.1 | aDG glyco act: -0.1

> COc1ccc(CSc2nnnn2-c2ccc(C(=O)O)cc2)cc1
  MITF TRPM1 inh: -3 | NR2E3 ag-1: -3 | KKLEB tox: -3 | HIF-2a block: 1 | Shn3 inh set2: 12 | Peg3 promoter: 12 | NR2E3 ag-2: 0 | CF NFkB inh: 12 | TWEAK-Fn14 inh: 7 | hiPSC survival: -0.5 | aDG glyco act: 0.0

> Cc1ccc(C(=O)NCC(=O)N(C)Cc2ccccc2C)s1
  MITF TRPM1 inh: · | NR2E3 ag-1: -27 | KKLEB tox: 2 | HIF-2a block: -104 | Shn3 inh set2: -7 | Peg3 promoter: -48 | NR2E3 ag-2: · | CF NFkB inh: 10 | TWEAK-Fn14 inh: -7 | hiPSC survival: -1.0 | aDG glyco act: -0.1

> Brc1ccc2[nH]c3c(NCc4ccccn4)ncnc3c2c1
  MITF TRPM1 inh: · | NR2E3 ag-1: 1 | KKLEB tox: 0 | HIF-2a block: -21 | Shn3 inh set2: 2 | Peg3 promoter: -10 | NR2E3 ag-2: 0 | CF NFkB inh: 6 | TWEAK-Fn14 inh: 16 | hiPSC survival: -0.5 | aDG glyco act: 0.1

(further entries)
SMILES	MITF TRPM1 inh	NR2E3 ag-1	KKLEB tox	HIF-2a block	Shn3 inh set2	Peg3 promoter	NR2E3 ag-2	CF NFkB inh	TWEAK-Fn14 inh	hiPSC survival	aDG glyco act
CC(=O)c1cc(Cl)ccc1OC(=O)c1ccco1	4	-3	8	17	0	2	3	3	15	1.2	0.0
O=C(Nc1ccccc1)c1cc(C2CCCCN2C(=O)c2ccccc2)on1 (centres undefined)	·	-11	8	-2	33	12	·	-34	10	-3.2	0.3
Cn1c(C=O)c(-c2ccc3c(c2)OCCO3)c2ccccc21	2	-41	-8	14	1	-1	-2	11	18	0.9	-0.1
Cc1cccc(OCCCC(=O)Nc2ccc(S(=O)(=O)N3CCCC3)cc2)c1	18	-6	-1	12	14	19	2	2	1	-1.4	0.2
OC(COc1ccc(F)cc1)CN1CCN(c2ccccc2F)CC1 (centres undefined)	-7	-7	-4	0	1	2	-2	7	-17	0.2	0.1
Clc1ccc(Nc2ccccc2)nn1	-10	7	-8	-8	32	-2	-6	9	-7	0.0	0.1
Nc1cc(Cl)ccc1C(=O)OCC(=O)NC1CCCCCCC1	-18	-2	-12	-88	13	-79	-1	24	-12	-0.5	-0.2
CN(C(=O)COC(=O)c1ccc(C(C)(C)C)cc1)C1CCS(=O)(=O)C1 (centres undefined)	-7	-30	13	2	-2	-10	-1	-12	11	0.2	-0.1
N#Cc1ccc(OCCN2CCc3ccccc3C2)cc1	-30	-60	8	-35	-10	-58	0	-10	2	-0.8	0.0
O=C(ONc1ccc(N=NC(=O)c2ccccc2O)cc1)c1ccccc1	-14	5	1	-105	-18	-62	4	-35	17	-2.7	0.0
COc1ccc(C(=O)NCCn2cc(SCC(=O)N3CCOCC3)c3ccccc32)cc1	3	16	-2	-31	-18	-91	-1	-2	34	4.5	0.0
